# GluA2 TARP mod: modulators of AMPA receptor GluA2-stargazin complexes | HEK293 GluA2+stargazin, membrane potential dye (FDSS), glutamate EC50; hits were called plate by plate, in both directions | 40,000 tested, 3.5% active | calls only at 30 µM;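 active = any of four per-well response measures lying three or more SD from its plate-wide compound average, in either direction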
# Target sequence (O88602 whole entry, looked up): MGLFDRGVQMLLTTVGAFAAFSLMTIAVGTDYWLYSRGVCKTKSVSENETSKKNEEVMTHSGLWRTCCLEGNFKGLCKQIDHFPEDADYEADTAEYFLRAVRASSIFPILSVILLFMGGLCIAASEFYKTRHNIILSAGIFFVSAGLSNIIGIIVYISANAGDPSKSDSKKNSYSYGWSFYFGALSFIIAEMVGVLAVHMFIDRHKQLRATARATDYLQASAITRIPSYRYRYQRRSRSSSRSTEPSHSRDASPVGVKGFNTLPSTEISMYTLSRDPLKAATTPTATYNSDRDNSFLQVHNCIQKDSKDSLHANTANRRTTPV
# Target sequence (P19491 whole entry, looked up): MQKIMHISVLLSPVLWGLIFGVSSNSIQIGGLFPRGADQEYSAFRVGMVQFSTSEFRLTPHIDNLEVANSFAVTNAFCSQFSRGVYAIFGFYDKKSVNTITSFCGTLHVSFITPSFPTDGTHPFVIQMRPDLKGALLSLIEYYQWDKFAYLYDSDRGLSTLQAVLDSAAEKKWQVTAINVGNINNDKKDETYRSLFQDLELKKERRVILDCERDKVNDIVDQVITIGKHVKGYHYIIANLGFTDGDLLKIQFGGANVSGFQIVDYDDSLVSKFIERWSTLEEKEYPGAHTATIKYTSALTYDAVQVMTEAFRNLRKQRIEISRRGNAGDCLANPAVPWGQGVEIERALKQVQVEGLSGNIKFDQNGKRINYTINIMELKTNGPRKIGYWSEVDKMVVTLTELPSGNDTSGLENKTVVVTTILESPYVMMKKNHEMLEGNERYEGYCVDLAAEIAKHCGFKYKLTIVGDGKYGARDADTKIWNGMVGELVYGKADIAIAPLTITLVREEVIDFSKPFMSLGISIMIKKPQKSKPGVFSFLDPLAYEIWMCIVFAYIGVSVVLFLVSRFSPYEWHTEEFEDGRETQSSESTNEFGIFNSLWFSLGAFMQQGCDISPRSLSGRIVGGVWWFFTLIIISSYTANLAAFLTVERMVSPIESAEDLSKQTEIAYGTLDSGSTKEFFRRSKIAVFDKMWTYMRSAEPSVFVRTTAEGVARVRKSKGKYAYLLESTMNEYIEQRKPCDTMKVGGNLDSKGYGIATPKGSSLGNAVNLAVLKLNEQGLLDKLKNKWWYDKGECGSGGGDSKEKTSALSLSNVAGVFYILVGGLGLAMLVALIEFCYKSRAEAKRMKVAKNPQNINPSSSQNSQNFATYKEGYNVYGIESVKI
# GluA2 TARP mod agonism max-min: second read-out of GluA2 TARP mod, no call of its own (marks repeat the call); compound max-min signal; compound-alone response (agonism);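 unitless range of fluorescence divided by baseline over first 100 seconds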
# GluA2 TARP mod glutamate slope: further read-out of GluA2 TARP mod, marked with its call; glutamate slope, % of max; measured here: glutamate response slope, % max;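 scaled per plate between vehicle wells and maximal 1 mM glutamate control wells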
# Starred values were filed as active, the others as inactive; i = inactive; + = active, no number; & = joins results of further samples. This is a subset; rates above refer to the full screens.
GluA2 TARP mod	GluA2 TARP mod agonism max-min	GluA2 TARP mod glutamate slope	smiles
i	0.071	53	CCS(=O)(=O)c1ccc(CC(=O)Nc2nc(-c3ccc(C)c(C)c3)cs2)cc1
i	0.051	61	CC(C)C(=O)N1CCCc2ccc(NC(=O)C(=O)NCCc3ccc(S(N)(=O)=O)cc3)cc21
i	0.081	64	O=C(NCc1ccccc1)C1CCN(c2cc(Sc3cccc(F)c3)ncn2)CC1
i	0.052	71	Cc1ccc(-c2ccc(OCCNS(=O)(=O)c3ccc(OC(F)(F)F)cc3)nn2)cc1
i	0.073	63	O=C(NCC(O)(c1ccco1)C1CC1)C1COc2ccccc2O1 (configuration not stated)
i	0.12	64	CCOc1ccc(NC(=O)NCCOc2ccc3nnc(-c4cccc(F)c4)n3n2)cc1
i	0.077	55	Cc1ccc2oc(C(=O)Nc3nccs3)c(C)c2c1
i	0.061	64	COc1ccc(SCC(=O)N(CCN(C)C)c2nc3ccccc3s2)cc1
i	0.05	65	Cn1nc(-c2cccc(NC(=O)COc3ccc(Cl)cc3Cl)c2)ccc1=O
i	0.046	54	CCNC(=O)Nc1ccc2c(c1)CN(C(=O)OC)CC2
i	0.18	75	O=C(C1=COCCO1)N(CCN1CCOCC1)c1nc2ccccc2s1
i	0.069	54	Cc1cccc(CC(=O)Nc2ccc3c(c2)CCCN3C(=O)C(C)C)c1
i	0.016	28	O=C(NCCOc1ccc2nnc(-c3ccccc3Cl)n2n1)c1ccc(F)cc1F
i	0.14	65	CC(C)(C)c1ccc(OC(=O)N2CCOCC2)cc1
i	0.097	52	Cc1ccc(S(=O)(=O)Nc2ccc3c(c2)CCCN3S(=O)(=O)c2ccccc2)cc1
i	0.083	73	O=S(=O)(c1cccc(C(F)(F)F)c1)N1CCC(c2ccsc2)CC1

# The final 6 records of the part before are carried over, then new ones follow:
GluA2 TARP mod	GluA2 TARP mod agonism max-min	GluA2 TARP mod glutamate slope	smiles
i	0.18	75	O=C(C1=COCCO1)N(CCN1CCOCC1)c1nc2ccccc2s1
i	0.069	54	Cc1cccc(CC(=O)Nc2ccc3c(c2)CCCN3C(=O)C(C)C)c1
i	0.016	28	O=C(NCCOc1ccc2nnc(-c3ccccc3Cl)n2n1)c1ccc(F)cc1F
i	0.14	65	CC(C)(C)c1ccc(OC(=O)N2CCOCC2)cc1
i	0.097	52	Cc1ccc(S(=O)(=O)Nc2ccc3c(c2)CCCN3S(=O)(=O)c2ccccc2)cc1
i	0.083	73	O=S(=O)(c1cccc(C(F)(F)F)c1)N1CCC(c2ccsc2)CC1
i	0.05	50	O=[N+]([O-])c1cccc(-c2ccc(SCc3ccncc3)nn2)c1
i	0.09	54	COc1ccc(S(=O)(=O)Nc2ccc(Nc3cc(-n4ccnc4)nc(C)n3)cc2)c(C)c1C
i	0.1	49	COc1ccc(-n2nnc3c(N4CCN(C(=O)CC5CCCC5)CC4)ncnc32)cc1
i	0.11	72	CCOc1ccc(-n2c(C)c(C)n3c4c(=O)n(C)c(=O)n(C)c4nc23)cc1
i	0.047	35	Cc1cc(C(=O)Nc2nc(-c3ccc(C(C)C)cc3)cs2)on1
i	0.057	43	Cc1cc(-c2nnc(NC(=O)C3(c4cccs4)CCCC3)o2)nn1C(C)C
i	0.064	53	CC(C)c1nnc(C2CCN(C(=O)NCc3cccc4ccccc34)CC2)o1
i	0.078	48	Cc1nccn1-c1cc(NCCNC(=O)Nc2ccc(F)c(Cl)c2)ncn1
i	0.096	62	COc1cccc(NS(=O)(=O)c2cc3c4c(c2)CCN4C(=O)CC3)c1
i	0.096	44	CCc1ccc(S(=O)(=O)NCCOc2ccc3nnc(C)n3n2)s1
i	0.049	36	O=C(Cc1cccs1)NCCS(=O)(=O)N1CCN(c2ccccn2)CC1
i	0.083	44	COc1ccccc1NC(=S)NCCc1ccc(Cl)cc1
i	0.1	55	CNC(=O)Cc1ccc(NC(=O)c2cccs2)cc1
i	0.044	51	COC(=O)c1ccccc1NC(=O)c1ccc(=O)n(Cc2ccccc2F)c1
i	0.11	62	COc1ccc(S(=O)(=O)N2CCCOC2CNC(=O)C(=O)NCc2ccccn2)cc1OC (configuration not stated)
i	0.054	59	CC(C)(C)OC(=O)CC1CCCN1 (configuration not stated)
i	0.1	61	COc1ccc(S(=O)(=O)N2CCC(C(=O)Nc3nc(-c4ccc(C)cc4)cs3)CC2)cc1
i	0.084	44	COc1ccc(-n2nnc(C(=O)OCc3nc(-c4cc(OC)c(OC)c(OC)c4)oc3C)c2C)cc1
i	0.12	76	COc1ccc(N2CCCn3c2nc2c3c(=O)n(Cc3ccc(F)cc3)c(=O)n2C)c(OC)c1
i	0.054	32	Cn1c(=O)c2c(nc(N3CCC(Cc4ccccc4)CC3)n2CC(=O)O)n(C)c1=O
i	0.074	46	O=C(Cc1cccc2ccccc12)Nc1ccc(CC(=O)NC2CC2)cc1
i	0.037	32	COc1ccc(C(=O)N2CCN(c3ccc(-c4ccc(C)cc4C)nn3)CC2)c(OC)c1
i	0.071	54	O=C(NCCc1csc(-c2ccc(F)cc2)n1)C(=O)Nc1ccon1
i	0.094	55	CN1C(=O)Cc2cc(NC(=O)NCCc3ccccc3)ccc21
i	0.054	51	COc1c(C)cc(S(=O)(=O)NCC(c2cccn2C)N2CCN(C)CC2)cc1C (configuration not stated)
i	0.036	69	O=C(N1CCOCC1)N1CCN(Cc2ccc3c(c2)OCO3)CC1
i	0.13	54	CC(NC(=O)C(=O)NCC1(c2cccs2)CCOCC1)c1ccccc1 (configuration not stated)
i	0.058	41	CC(C)(C)S(=O)(=O)c1ccc2nn(CC(=O)Nc3ccc4c(c3)OCO4)c(=O)n2n1
i	0.095	61	Cc1nc(-c2cccs2)c(CCC(=O)Nc2nccs2)s1
i	0.077	63	CCn1nnc2c(=O)n(CC(=O)NCCc3ccccc3)cnc21
i	0.068	23	COc1ccc(N2CCN(Cc3nc4c(c(=O)n(C)c(=O)n4C)n3CC(N)=O)CC2)cc1
i	0.062	59	COc1cccc2cc(C(=O)NCC3CCN(C(=O)c4ccccc4F)CC3)oc12
i	0.067	34	C=CCN1C(=O)C(CC(=O)Nc2ccc(F)cc2)SC1=NS(=O)(=O)c1ccccc1 (configuration not stated)
+	0.19*	55*	COc1ccc(C(=O)Nc2nnc(-c3ccc(Br)s3)o2)cc1OC
i	0.062	52	c1ccc2c(N3CCOCC3)nnc(N3CCOCC3)c2c1
i	0.085	68	CC(C)(C)C(=O)Nc1ccc2c(c1)N(C(=O)C1CC1)CC2
i	0.061	28	CCOC(=O)Cn1c(=O)c2c(nc3n(-c4cccc(C)c4C)c(C)cn23)n(C)c1=O
i	0.098	83	CCCC(=O)NCCn1nc(-c2ccccn2)n(C)c1=O
i	0.083	51	COc1cccc(NC(=O)Nc2ccc3c(c2)CC(=O)N3)c1
i	0.065	61	O=C(CSCc1ccccc1)NCCOc1ccc2nnc(-c3ccccc3)n2n1
i	0.099	59	O=C(NCc1cccs1)C(=O)NCC1CCN(c2ncccn2)CC1
i	0.028	48	CCC1CCCCN1C(=O)CSc1ncnc2c1oc1ccccc12 (configuration not stated)
+	0.16*	77*	COc1ccccc1C1(C(=O)N2CCC(c3cccs3)CC2)CCOCC1
i	0.08	60	COc1cccc(NC(=O)CSc2nccn(-c3cc(C)cc(C)c3)c2=O)c1
i	0.12	57	CC1=NN(c2ccccc2)C(=O)C1C(=O)c1cccc(Cl)c1 (configuration not stated)
i	0.065	43	COC(=O)N1CCN(c2ncnc3c2nnn3-c2ccc(OC)cc2)CC1
i	0.073	56	Cc1ccc(S(=O)(=O)NC(=O)COc2cccc(C(=O)Nc3ccccc3)c2)cc1
i	0.1	36	O=C(CCCS(=O)(=O)c1ccc(F)cc1)Nc1nnc(-c2ccc(Br)s2)o1
i	0.065	52	O=C(NCC(c1cccc2ccccc12)N1CCCC1)C(=O)Nc1ccccc1F (configuration not stated)
i	0.046	72	O=C(Cn1cc(-c2ccccc2)c(N2CCOCC2)n1)NCCC1=CCCCC1
i	0.11	60	CCCS(=O)(=O)N1CCCc2cc(NS(=O)(=O)c3cc(C)c(C)cc3OC)ccc21
i	0.076	53	CCCC(=O)Oc1c(S(=O)(=O)c2ccccc2)c(C)nn1-c1ccc(C)cc1C
i	0.11	53	Cc1ccc(N2CCCS2(=O)=O)cc1NC(=O)Nc1ccc2c(c1)OCO2
i	0.045	52	CC(=O)Cn1c(=O)c2c(nc3n(-c4cc(C)ccc4C)c(-c4ccccc4)cn23)n(C)c1=O
i	0.062	49	O=C(CS(=O)(=O)c1ccc(Cl)cc1)Nc1ccc2scnc2c1
i	0.068	68	CC(C)CCNC(=O)c1ccc(Cn2c(SCC(=O)NC(C)C)nc3ccccc3c2=O)cc1

# The list goes on:
GluA2 TARP mod	GluA2 TARP mod agonism max-min	GluA2 TARP mod glutamate slope	smiles
i	0.1	56	COC(=O)Cn1c(=NC(=O)CS(=O)(=O)Cc2ccccc2)sc2c(C)cc(C)cc21
i	0.11	64	CC(=O)N1CCc2cc(S(=O)(=O)NCCCn3nc(-c4ccco4)ccc3=O)ccc21
i	0.15	61	O=C(NCc1ccccc1)N1CCN(Cc2nc(-c3ccccc3)cs2)CC1
i	0.11	60	COc1ccc(CCn2c(SCC(C)C)nc3c2c(=O)[nH]c(=O)n3C)cc1
i	0.035	47	Cc1cc(C(F)F)n2ncc(C(=O)N3CCC(C(N)=O)CC3)c2n1
i	0.054	66	O=C(CCN1C(=O)c2ccccc2S1(=O)=O)Nc1ccon1
i	0.096	56	COc1cc(C(=O)NCCOc2ccccc2)c([N+](=O)[O-])cc1OC
i	0.046	52	CSc1nc(=O)n(CCO)c2c1CCCC2
i	0.088	54	Cc1ccc(C(=O)Cn2nc(-c3ccco3)c3sc(N4CCOCC4)nc3c2=O)cc1
i	0.048	43	COc1ccc(NC(=O)CCCn2nc(-c3ccc(F)cc3)ccc2=O)cc1
i	0.082	77	CCn1c(=O)c(C(=O)Nc2cccc(OC)c2)c(O)c2ccccc21
i	0.11	51	Cc1ccc2c(CC(=O)NCCCn3ccnc3)cc(=O)oc2c1
i	0.11	53	CNC(=O)C(=O)NCC1CCN(CCOC)CC1
+	0.036*	47*	COc1cn(CC(=O)NC2CCCCC2)c(CSc2ccccc2)cc1=O
i	0.073	36	CCCC(=O)Nc1sc2c(c1-c1nc3ccccc3s1)CCN(C(C)=O)C2
i	0.17	59	COc1cccc2cc(C(=O)NCC(C)(O)c3ccc(-c4ccccc4)cc3)oc12 (configuration not stated)
i	0.086	52	Cn1cccc1C(CNC(=O)C(=O)Nc1cccc(C(F)(F)F)c1)N1CCOCC1 (configuration not stated)
i	0.072	34	COCCn1c(N2CCN(Cc3ccccc3C)CC2)nc2c1c(=O)[nH]c(=O)n2C
i	0.069	60	CN1C(=O)N(C)C2(CCN(S(=O)(=O)c3ccc(C(F)(F)F)cc3)CC2)C1=O
i	0.12	62	Cc1cc(NC(=O)c2sccc2S(=O)(=O)N(C)c2ccccc2)ccc1Br
i	0.082&0.036	55&98	CCCCNC(=O)/C=C/c1cc(OC)ccc1OC
i	0.1	103	CC(=O)N1CCN(C(=O)C(=O)Nc2c3c(nn2C(C)(C)C)CS(=O)(=O)C3)CC1
i	0.16	59	Cc1ccc(S(=O)(=O)Nc2ccccc2-c2nc3ccccc3[nH]2)cc1
i	0.051	29	COC(=O)Cn1c(=O)c2c(nc3n(-c4cc(C)ccc4C)c(C)c(C)n23)n(C)c1=O

# Full records, looked up by structure. Order of screens: GluA2 TARP mod | GluA2 TARP mod agonism max-min | GluA2 TARP mod glutamate slope
# O=C(NCc1ccccc1)C1CCN(c2cc(Sc3cccc(F)c3)ncn2)CC1 is listed with i | 0.081 | 64
# O=C(NCCc1csc(-c2ccc(F)cc2)n1)C(=O)Nc1ccon1 is listed with i | 0.071 | 54
# Cc1cccc(CC(=O)Nc2ccc3c(c2)CCCN3C(=O)C(C)C)c1 is listed with i | 0.069 | 54
# CCn1nnc2c(=O)n(CC(=O)NCCc3ccccc3)cnc21 is listed with i | 0.077 | 63
# COc1ccc(CCn2c(SCC(C)C)nc3c2c(=O)[nH]c(=O)n3C)cc1 is listed with i | 0.11 | 60

# (cont.)
GluA2 TARP mod	GluA2 TARP mod agonism max-min	GluA2 TARP mod glutamate slope	smiles
i	0.062	47	COc1ccc(OCC(O)CN2CCN(Cc3ccc4c(c3)OCO4)CC2)cc1 (configuration not stated)
i	0.07	61	Cc1c(C(=O)N2CCCCC2)c(C(F)(F)F)nn1-c1ccccc1
i	0.16	61	Cc1cc(N2CCN(C(=O)c3nccc(C)n3)CC2)nc(NC2CCCCC2)n1
i	0.082	57	O=C(NCC(c1ccco1)N1CCOCC1)c1ccsc1 (configuration not stated)
i	0.08	58	NS(=O)(=O)c1ccc(C(=O)N2CCN(c3ccc(-c4ccccc4)nn3)CC2)cc1
i	0.067	52	COC(=O)Cc1c(C)c2ccc(OCC(=O)c3ccc(-c4ccccc4)cc3)cc2oc1=O
i	0.09	65	COCCN1CCC(CNC(=O)C(=O)NCc2ccccc2)CC1
i	0.046	83	COc1ccccc1CCNC(=O)CC1CCCCN1S(=O)(=O)c1ccc(F)cc1 (configuration not stated)
i	0.16	46	COc1cc(-c2nnc(NC(=O)c3ccn(C)n3)o2)cc(OC)c1OC
i	0.065	51	Cc1ccc(-c2ncc(C#N)c(=O)n2CC(=O)N2CCN(c3ccccc3)CC2)cc1
i	0.09	79	Cc1nn(C(C)(C)C)c(OC(=O)c2ccccc2C(F)(F)F)c1S(=O)(=O)c1ccccc1
i	0.083	54	COc1ccc(Cl)cc1C(=O)NCCOc1ccc2nnc(-c3ccc(F)cc3)n2n1
i	0.091	36	COc1ccc(-c2cc(CC(=O)NCCN(C)C)no2)cc1OC
i	0.1	57	Cc1ccc(C)c(C(=O)NCCN2CCC(c3cccs3)CC2)c1
i	0.13	71	Cn1nc(NC(=O)c2cc(-c3ccccc3)on2)c2c1NC(=O)CC2c1ccco1 (configuration not stated)
i	0.034	48	CC(C)NCC(O)COCc1ccc(Cl)cc1 (configuration not stated)
i	0.07	39	COc1cccc(CNC(=O)Cc2csc(NC(=O)c3ccc(=O)[nH]c3)n2)c1
